Avidin bead fluor – avidin bead compound fluorescence profile; Avidin beads, compound fluorescence 488/530 nm, flow cytometry; active compounds read high; 220,000 compounds, 0.38% hits; fluorescence (KMESF) at 10 µM; in the data active means fluorescence above about 47; further: inactives centre near 10
Rac1 act GTP bind – alters GTP binding to activated mutant human Rac1. P63000. 190,000 compounds, 0.11% hits. percent activity (GTP binding), % at 10 µM. GST-Rac1 activated beads, fluorescent GTP binding, flow cytometry; actives lie on both sides; 100% means binding = to untreated wells;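 active means GTP binding at least 20 percentage points away from the 100% baseline, in either direction, so actives lie on both sides; inconclusive means Compound likely fluorescent itself, or too few beads counted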
Mcl1-Noxa inh – Mcl-1/Noxa interaction inhibition; AID 1022; TR-FRET Mcl-1/Noxa peptide binding, 2 h; Q07820; 220,000 compounds, 1.5% hits; inhibition, % at 21.7 µM;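 active means compounds that cut the protein-peptide binding signal by more than 50% relative to plate controls in a single-dose test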;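 further: His-tagged Mcl-1 with rhodamine Noxa BH3 peptide and terbium anti-His antibody; 0% = Mcl-1 plus Noxa peptide wells and 100% = peptide-only wells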
Rab7 wt modul – modulators of GTP binding to dog Rab7 wildtype GTPase; GST-Rab7 beads, fluorescent GTP binding, flow cytometry; actives lie on both sides; untreated = 100%, excess cold GTP = 0%; 190,000 compounds, 0.055% hits; GTP binding activity (percent of control), % at 10 µM;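 active means fluorescent GTP binding to Rab7 beads changed by at least 20 points from the 100% baseline, either direction, mostly lower; inconclusive means compound itself probably fluorescent, or too few beads counted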;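 further: median green fluorescence of bound Bodipy-FL-GTP per Rab7 bead population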
Rac1 wt GTP bind – alters GTP binding to wildtype human Rac1 | P63000 | 190,000 compounds, 0.27% hits | GTP binding activity (% of control), % at 10 µM | GST-Rac1 beads, fluorescent GTP binding, flow cytometry; actives lie on both sides; 0 = cold GTP competed, 100 = untreated;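 active means GTP binding activity at least 20 points away from the 100% control level, either lower or higher; inconclusive means compound flagged as likely green fluorescent, judged across all proteins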
ABCB1 inh – human ABCB1 inhibition, ABCG2 as counter-screen | P08183 | CCRF-Adr cells, JC-1 efflux, flow cytometry | inhibition, % at 6.6 µM | 190,000 compounds, 0.067% hits | AID 1326; in the data active means inhibition above about 40%;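 further: 0% = vehicle and 100% = reference inhibitor; higher value means more JC-1 retained so stronger ABCB1 efflux block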
Cdc42 wt GTP – modulators (inhibitors or activators) of GTP binding to human Cdc42 wildtype | GST-Cdc42 beads, Bodipy-GTP binding, flow cytometry; actives lie on both sides | AID 761 | 190,000 compounds, 0.2% hits | percent activity (GTP binding), % at 10 µM | P60953;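 active means percent activity GTP binding at least 20 points away from the 100% baseline, either down as inhibitor or up as activator; inconclusive means compound flagged as likely green fluorescent from well-wide comparison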;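 further: median bead fluorescence of bound Bodipy-FL-GTP at 100 nM; 0% = excess unlabeled GTP control and 100% = no compound control; below 100% means less GTP binding so inhibitor and above means activator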
Target sequence (P60953 whole entry, looked up): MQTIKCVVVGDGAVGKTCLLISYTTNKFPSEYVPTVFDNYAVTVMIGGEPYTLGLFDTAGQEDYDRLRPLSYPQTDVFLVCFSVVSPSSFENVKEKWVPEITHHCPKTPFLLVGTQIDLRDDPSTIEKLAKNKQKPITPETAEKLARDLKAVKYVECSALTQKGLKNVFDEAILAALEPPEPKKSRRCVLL
Pf gamet viab – P. falciparum stage V gametocyte viability inhibition | AID 743093 | inhibition, % at 10.9 µM | 150,000 compounds, 0.065% hits | P. falciparum stage V gametocytes, ATP luminescence, 24 h;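 active means inhibition above the mean plus 3 SD of compounds within the control limits, set per campaign, cut at about 38% in these data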;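 further: 0% = DMSO wells and 100% = medium only without gametocytes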
Rab2 wt GTP – changes GTP binding to wildtype dog Rab2A, up or down; GST-Rab2 wt beads, Bodipy-GTP binding, flow cytometry; 190,000 compounds, 0.19% hits; GTP binding activity, % at 10 µM;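 active means GTP binding activity at least 20 points away from 100%, either lowered or raised; inconclusive means signal likely due to the compound's own green fluorescence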;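 further: 0% = beads with excess unlabeled GTP and 100% = no-compound control corrected for plate trend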
ABCG2 inh – inhibitors of human ABCG2 transporter, ABCB1 counter-screen | 190,000 compounds, 0.1% hits | inhibition, % at 6.6 µM | IgMXP3 cells, JC-1 efflux, flow cytometry | AID 1325 | Q9UNQ0;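 active means inhibition above 80%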;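 further: 0% = DMSO and 100% = nicardipine control wells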
Target sequence (Q9UNQ0 whole entry, looked up): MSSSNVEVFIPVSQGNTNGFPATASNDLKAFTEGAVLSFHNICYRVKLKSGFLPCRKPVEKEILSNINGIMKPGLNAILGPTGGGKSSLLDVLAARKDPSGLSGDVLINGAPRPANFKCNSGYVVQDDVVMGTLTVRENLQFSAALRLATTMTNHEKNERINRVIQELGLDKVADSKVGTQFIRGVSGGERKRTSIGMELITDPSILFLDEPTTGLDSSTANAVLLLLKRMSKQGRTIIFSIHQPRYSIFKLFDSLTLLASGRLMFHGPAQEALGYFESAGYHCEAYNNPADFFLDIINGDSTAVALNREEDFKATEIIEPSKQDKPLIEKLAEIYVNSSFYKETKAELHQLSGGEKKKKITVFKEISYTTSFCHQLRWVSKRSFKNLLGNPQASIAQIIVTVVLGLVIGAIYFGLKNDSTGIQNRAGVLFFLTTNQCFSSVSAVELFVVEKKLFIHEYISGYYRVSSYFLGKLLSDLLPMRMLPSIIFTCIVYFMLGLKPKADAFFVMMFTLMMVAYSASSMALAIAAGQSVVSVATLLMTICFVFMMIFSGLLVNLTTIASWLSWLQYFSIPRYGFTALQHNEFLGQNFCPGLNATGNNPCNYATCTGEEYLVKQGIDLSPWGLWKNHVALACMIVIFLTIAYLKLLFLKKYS
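Times: 10 min at 25 °C | Test system: Two drug-resistant human cell lines, ABCG2 and ABCB1 | Quantity: 3 million cells/mL final, two lines in 1:1 ratio | Signal: Flow cytometry, 530 nm JC-1 signal | Dosing: Compound at 6.6 µM | Controls: Nicardipine and DMSO wells | Reagent: JC-1 as fluorescent efflux pump substrate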
HRas wt GTP – changes GTP binding to wildtype human HRas; GST-Ras wt beads, Bodipy-FL-GTP binding, flow cytometry; actives lie on both sides; GTP binding activity, % at 10 µM; P01112; 190,000 compounds, 0.14% hits;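 active means GTP binding activity at least 20% away from the 100% baseline, either lowered as inhibitor or raised as activator; inconclusive means flagged as likely green fluorescent, judged across all proteins in the well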;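 further: 0% = unlabeled GTP competition control and 100% = no-compound control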
Target sequence (P01112 whole entry, looked up): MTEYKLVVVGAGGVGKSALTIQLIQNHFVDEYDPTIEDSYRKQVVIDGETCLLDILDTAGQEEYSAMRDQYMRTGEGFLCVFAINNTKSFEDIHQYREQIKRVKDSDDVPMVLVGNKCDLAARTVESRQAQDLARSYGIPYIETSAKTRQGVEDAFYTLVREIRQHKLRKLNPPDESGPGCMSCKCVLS
Numbers without * were called inactive; ? = inconclusive; · = no result given.

SMILES	Avidin bead fluor	Rac1 act GTP bind	Mcl1-Noxa inh	Rab7 wt modul	Rac1 wt GTP bind	ABCB1 inh	Cdc42 wt GTP	Pf gamet viab	Rab2 wt GTP	ABCG2 inh	HRas wt GTP
Cn1cccc1C(=O)OCC(=O)Nc1ccc2c(c1)CCC2	35	100.0	-1.7	98.0	102.0	0.1	103.0	·	101.0	1.1	100.0
Cc1nnc(SCC(=O)Nc2ncc3c(n2)CC(C)(C)CC3=O)s1	12	94.0	-2.0	98.0	96.0	0.5	99.0	-29.0	96.0	3.3	98.0
O=C(NCCCN1CCOCC1)NC12CC3CC(CC(C3)C1)C2	10	97.0	5.9	98.0	97.0	0.3	98.0	·	99.0	0.4	99.0
CCN(CCn1cccn1)Cc1ccccc1OCC(O)CN1CCc2ccccc2C1 (stereo unspecified)	6	99.0	3.7	94.0	103.0	0.6	98.0	6.7	97.0	2.6	98.0
COc1cccc2cc(C(=O)N3CCN(C/C=C/c4ccccc4)CC3)c(=O)oc12	13	99.0	-12.9	101.0	107.0	2.1	101.0	·	100.0	19.0	99.0
O=[N+]([O-])c1cc(-c2nc3nc4ccccc4nc3n2CCc2ccccc2)cc([N+](=O)[O-])c1	3	98.0	20.2	98.0	97.0	0.7	100.0	-4.2	97.0	3.4	101.0
CCN1C(=O)C(CC(=O)Nc2ccc(OC)cc2)N(Cc2cccnc2)C1=S (stereo unspecified)	8	103.0	13.6	105.0	110.0	-0.3	105.0	·	105.0	-1.4	104.0
O=C1C2C3C=CC(C3)C2C(=O)N1CC1CCCO1 (stereo unspecified)	12	93.0	5.3	95.0	97.0	0.3	97.0	·	98.0	2.5	99.0
Cc1nn(Cc2ccc(F)cc2)c2sc(C(=O)Nc3ccc(N4CCOCC4)cc3N3CCOCC3)cc12	2	?	75.7*	?	?	1.9	?	·	?	3.0	?
O=S(=O)(c1ccccc1)c1ccc(NCc2ccco2)cc1	14	99.0	4.6	94.0	101.0	0.3	101.0	·	96.0	0.8	98.0
COCCNC(=O)c1n[nH]c2ccccc12	25	97.0	-5.5	92.0	94.0	-0.1	94.0	1.5	93.0	-0.2	92.0
COc1ccc(N2CCN(/C(=N\S(=O)(=O)c3ccccc3)Nc3nc(C)cc(C)n3)CC2)cc1	12	102.0	7.0	99.0	105.0	0.4	101.0	·	103.0	0.9	102.0
O=S(=O)(NCC1CCCO1)c1ccc(S(=O)(=O)N(Cc2ccc(F)cc2)Cc2ccco2)cc1 (stereo unspecified)	4	98.0	-8.6	101.0	100.0	0.6	99.0	-9.5	101.0	10.1	98.0
O=C(N/N=C/c1ccccc1Br)C1CC1	10	93.0	2.0	96.0	95.0	1.3	97.0	·	97.0	8.2	97.0
CC1(C)Cc2nc3nc(SCC(=O)NCCc4ccccc4)n(-c4ccccc4)c(=O)c3cc2CO1	5	100.0	-12.6	100.0	103.0	0.6	102.0	5.5	101.0	1.4	101.0
C=CCn1c(-c2sccc2C)n[nH]c1=S	3	97.0	23.9	98.0	102.0	0.0	96.0	11.9	93.0	0.0	99.0
Nc1nc(NCc2ccccc2)nc(Nc2cccc(F)c2)c1[N+](=O)[O-]	13	100.0	12.0	94.0	102.0	0.1	102.0	-9.0	100.0	1.8	99.0
CCOC(=O)N1CCN(C(=O)c2ccc3c(=O)n(Cc4ccc(Cl)cc4)c(=S)[nH]c3c2)CC1	7	93.0	6.1	90.0	95.0	-0.7	89.0	23.2	92.0	36.5	91.0
C=CCN1C(=O)C(O)(CC(=O)c2ccco2)c2cc(Br)ccc21 (stereo unspecified)	9	93.0	-11.3	102.0	94.0	0.5	92.0	·	96.0	2.4	95.0
O=[N+]([O-])c1ccc(COc2cccnc2)cc1	14	92.0	3.7	99.0	89.0	1.0	93.0	3.2	93.0	6.6	96.0
CCC(=O)N1CCc2cc(S(=O)(=O)CCC(=O)NCc3cccs3)ccc21	11	98.0	11.1	97.0	97.0	2.0	101.0	24.1	100.0	29.5	98.0
CCOC(=O)c1c(C)[nH]c(C)c1C(=O)CN1C(=O)NC(CC(C)C)C1=O (stereo unspecified)	7	99.0	6.3	101.0	99.0	0.3	98.0	·	98.0	1.2	101.0
Cc1ccc(C)c(OCC(O)CN2C(C)CCCC2C)c1 (stereo unspecified)	12	97.0	1.1	101.0	98.0	0.8	100.0	·	99.0	3.1	99.0
CS(=O)(=O)N(CC(=O)NCc1ccco1)c1ccccc1Cl	4	99.0	6.4	99.0	103.0	0.2	103.0	3.7	101.0	0.7	105.0
COc1ccc(OCC(=O)NNC(=O)CCc2ccccc2)cc1	16	96.0	-12.9	90.0	94.0	1.6	95.0	2.2	90.0	2.6	92.0
(further entries)
SMILES	Avidin bead fluor	Rac1 act GTP bind	Mcl1-Noxa inh	Rab7 wt modul	Rac1 wt GTP bind	ABCB1 inh	Cdc42 wt GTP	Pf gamet viab	Rab2 wt GTP	ABCG2 inh	HRas wt GTP
CN(C)CCCN(C(=O)C1COc2ccccc2O1)c1nc2ccc(F)cc2s1 (stereo unspecified)	16	97.0	-1.7	101.0	100.0	0.0	98.0	-2.1	100.0	0.6	98.0
Cc1cc(C)c(S(=O)(=O)c2ccccc2C)c(Cl)n1	22	95.0	-10.1	96.0	94.0	0.8	93.0	2.9	97.0	3.1	93.0
Cc1ccccc1NC(=O)CCN1CCN(Cc2ccccc2)CC1	26	96.0	-3.5	98.0	98.0	0.9	98.0	·	96.0	7.5	100.0
O=C(COC(=O)c1cnccn1)NCCc1ccc(Cl)cc1Cl	9	98.0	19.9	97.0	97.0	0.5	96.0	-18.5	94.0	6.2	96.0
c1ccc(CSc2ccc(-c3cccnc3)nn2)cc1	25	97.0	18.5	98.0	98.0	0.0	101.0	-3.6	97.0	1.1	93.0
CCC(=O)Nc1ccccc1Oc1ccccc1	14	101.0	10.2	100.0	104.0	-0.4	104.0	-19.1	99.0	-4.7	102.0
Cc1oc2ccc(OCc3ccc(F)cc3)cc2c1C(=O)O	5	95.0	-14.2	90.0	100.0	0.3	96.0	·	91.0	1.7	95.0
CN=c1scc(C)n1/N=C/c1cc(Br)c(O)c(OC)c1	24	98.0	52.6*	105.0	100.0	0.0	98.0	4.4	99.0	1.4	100.0
COc1ccc(NC2=NCC(=O)N2c2ccccc2F)cc1	35	100.0	11.4	101.0	103.0	0.3	103.0	18.6	101.0	1.3	102.0
CC(C)OC(=O)/C(=C\c1ccc2c(c1)c1ccccc1n2C)NC(=O)c1ccccc1	16	99.0	2.2	96.0	104.0	0.2	107.0	·	105.0	1.9	104.0
COc1cccc(/C=C2\SC(=O)N(CCC(=O)NNC(=O)c3ccccc3Cl)C2=O)c1	7	100.0	-4.1	103.0	101.0	-0.6	100.0	·	100.0	-7.4	101.0
CCOC(=O)Cc1nnc(NC(=O)COc2ccc(C)cc2)s1	5	93.0	8.8	95.0	96.0	-2.7	93.0	-22.5	92.0	-3.6	95.0
Cc1ccc(NC(=S)NCC2CCCO2)c(OC(F)F)c1 (stereo unspecified)	7	98.0	10.4	97.0	104.0	0.5	104.0	8.2	99.0	0.8	101.0
O=C(O)c1ccc(Nc2ncnc3c2cnn3Cc2ccccc2)cc1	12	94.0	18.9	96.0	99.0	0.9	96.0	-1.6	94.0	1.8	97.0
CCc1ccc(NC(=O)C(CC)Sc2nc3cc4c(cc3c(=O)n2Cc2ccco2)OCO4)cc1 (stereo unspecified)	3	99.0	-1.7	102.0	103.0	0.2	97.0	-7.8	99.0	0.3	100.0
CC(C)OC(=O)CC1C(=O)NCCN1C(=S)NC(=O)CCc1ccccc1 (stereo unspecified)	9	96.0	11.6	102.0	99.0	2.4	99.0	17.2	97.0	21.6	98.0
CC(=O)Nc1ccc(/C(C)=N/NC(=O)c2ccc(CN3CCOCC3)cc2)cc1	7	95.0	3.2	104.0	96.0	0.1	97.0	2.3	97.0	0.1	96.0
Oc1cccc(C=NCc2ccccc2)c1O	4	98.0	22.8	98.0	101.0	0.3	100.0	-16.1	98.0	-1.1	100.0
CC[N+](CC)(CC=C(C)C)CC(=O)OC	11	97.0	0.5	102.0	102.0	0.4	98.0	-15.6	99.0	0.7	100.0
COc1ccc(-c2cc(C(F)(F)F)nc(SCC(=O)Nc3cc(C)on3)n2)cc1OC	9	100.0	18.5	99.0	102.0	2.0	102.0	·	102.0	9.9	102.0
CCn1c(SCC(=O)Nc2nccs2)nnc1-c1ccc(S(=O)(=O)N2CCCCCC2)cc1	14	101.0	-39.0	102.0	102.0	0.9	103.0	6.5	103.0	6.9	103.0
Cc1c(Br)c([N+](=O)[O-])nn1CC(=O)c1ccccc1	21	96.0	1.9	96.0	100.0	0.5	96.0	1.9	95.0	6.2	95.0
CC1(C)CC(=O)C/C(=N\NC(=O)CCc2ccc(S(=O)(=O)N3CCOCC3)cc2)C1	10	98.0	-7.0	94.0	98.0	2.7	98.0	-4.1	99.0	13.5	99.0
CSc1ccccc1NC(=O)c1cccnc1	11	98.0	27.4	100.0	101.0	1.5	98.0	·	97.0	3.0	99.0
O=C(CCC1CCCCC1)Nc1ccc(S(=O)(=O)Nc2nccs2)cc1	12	99.0	-11.1	104.0	113.0	-0.2	101.0	·	104.0	0.1	104.0
O=C(NCC1CCCO1)c1ccc(S(=O)(=O)N2CCCCC2)cc1 (stereo unspecified)	14	91.0	-1.8	100.0	95.0	0.1	96.0	·	96.0	0.4	98.0
C=CCOCCN1C(=O)C2C(c3ccccc3)C=CC(c3ccccc3)C2C1=O (stereo unspecified)	31	97.0	8.1	95.0	97.0	1.8	96.0	·	95.0	11.2	96.0
COc1ccc(CC(=O)Nc2ccc3nc(SC)sc3c2)cc1OC	9	96.0	8.8	98.0	98.0	-0.1	97.0	-3.1	98.0	-0.6	97.0
c1ccc2cc(OCc3nc4ccccc4[nH]3)ccc2c1	7	100.0	-21.4	103.0	104.0	2.6	103.0	·	101.0	17.5	100.0
COc1ccc(C)cc1NC(=O)C(OC(=O)C1CC1)c1ccccc1 (stereo unspecified)	9	95.0	11.2	95.0	99.0	0.3	95.0	-22.8	96.0	9.4	96.0

High-throughput results: PubChem BioAssay, several laboratories
